# High-throughput results from PubChem.
# PAFAH1B3 inh: PAFAH1B3 (human) inhibition; hit rate 0.28% among 340,000; Q15102; AID 492972; inhibition, % at 3.39 µM; recombinant PAFAH1B3, FP-rhodamine probe, fluorescence polarization;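 active = inhibition above the screen-wide average of all tested compounds plus 3 SD, cut at about 25% in these data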;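 also: 0% = enzyme with DMSO only and 100% = wells lacking PAFAH1B3 protein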
# Target sequence (Q15102 whole entry, looked up): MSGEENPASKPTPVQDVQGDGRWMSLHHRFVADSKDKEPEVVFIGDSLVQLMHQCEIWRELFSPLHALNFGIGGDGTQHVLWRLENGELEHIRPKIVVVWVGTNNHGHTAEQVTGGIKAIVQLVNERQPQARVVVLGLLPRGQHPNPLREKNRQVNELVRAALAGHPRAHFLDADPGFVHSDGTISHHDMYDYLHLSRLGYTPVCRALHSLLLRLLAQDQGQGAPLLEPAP
# PAFAH1B2 FP inh: blocks human PAF acetylhydrolase 1b catalytic subunit 2; recombinant PAFAH1B2, FP-rhodamine activity probe, fluorescence polarization; inhibition, % at 3.39 µM; hit rate 1.2% among 340,000; AID 492953;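 active = inhibition above the mean of all tested compounds plus 3 SD, cut at about 24% in these data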;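 also: 0% = enzyme with DMSO and 100% = wells lacking PAFAH1B2; many of its hits are not listed in these tables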
# EBNA-1 inhibitor: blocks EBNA-1 binding to DNA | hit rate 0.34% among 300,000 | inhibition, % at 14.8 µM | EBNA-1 DNA binding, fluorescence polarization; in the data active = inhibition above about 28%
# pPAFAH FP inh: inhibitors of human plasma PAF acetylhydrolase (pPAFAH) | hit rate 1.5% among 330,000 | inhibition, % at 3.39 µM | recombinant pPAFAH, FP-rhodamine probe fluorescence polarization | AID 463082;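 active = inhibition above the mean inhibition across the screen plus 3 SD, cut at about 25% in these data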;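 also: inhibitors block binding of the rhodamine activity-based probe so polarization drops; 0% = enzyme with DMSO and 100% = wells lacking pPAFAH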
# PREPL inhibitor: inhibitors of human prolyl oligopeptidase-like enzyme PREPL; Q4J6C6; recombinant PREPL, fluorescence polarization activity-based probe; inhibition, % at 5.96 µM; hit rate 0.68% among 320,000; in the data active = inhibition above about 43%;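 also: 0% = enzyme with DMSO and 100% = wells lacking enzyme; many of its hits are not listed in these tables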
# ZTA counter: ZTA (EBV) inhibition in EBNA-1 counter-screen; ZTA-DNA binding, fluorescence polarization; P03206; hit rate 0.15% among 320,000; inhibition, % at 11 µM; in the data active = inhibition above about 33%
# Target sequence (P03206 whole entry, looked up): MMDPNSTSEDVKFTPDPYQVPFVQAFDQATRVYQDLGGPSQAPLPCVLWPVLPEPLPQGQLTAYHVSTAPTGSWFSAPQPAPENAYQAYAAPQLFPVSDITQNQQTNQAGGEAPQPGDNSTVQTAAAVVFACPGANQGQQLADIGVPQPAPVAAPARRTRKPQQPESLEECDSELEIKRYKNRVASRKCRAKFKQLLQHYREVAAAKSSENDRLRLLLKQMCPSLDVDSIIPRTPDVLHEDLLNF
# PAFAH2 FP inh: inhibitors of human PAFAH2. Q99487. recombinant PAFAH2, FP-rhodamine activity probe, fluorescence polarization. inhibition, % at 3.39 µM. hit rate 0.99% among 340,000. AID 492956;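 active = inhibition above the mean over all tested compounds plus 3 SD, cut at about 30% in these data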;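 also: inhibitors block probe labeling of enzyme so polarization drops; 0% = enzyme with DMSO and 100% = wells lacking PAFAH2 protein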
# LYPLA1 inh: blocks human lysophospholipase 1, a PME1 counter-screen; O75608; recombinant LYPLA1, FP-Rh probe fluorescence polarization; inhibition, % at 5.9 µM; hit rate 0.16% among 320,000;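 active = inhibition above the mean of all tested compounds plus 3 SD, set per campaign, cut at about 14% in these data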;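 also: inhibitors block serine hydrolase probe labeling of LYPLA1 so polarization falls; 0% = enzyme with DMSO and 100% = wells lacking LYPLA1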
# Target sequence (O75608 whole entry, looked up): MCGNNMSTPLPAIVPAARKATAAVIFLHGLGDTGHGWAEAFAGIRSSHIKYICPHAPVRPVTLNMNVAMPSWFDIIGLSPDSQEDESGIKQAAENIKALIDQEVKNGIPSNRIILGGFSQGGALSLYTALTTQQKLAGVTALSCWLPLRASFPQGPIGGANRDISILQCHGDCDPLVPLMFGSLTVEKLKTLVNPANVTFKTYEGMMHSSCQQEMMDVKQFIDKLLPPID
# LYPLA2 inh: LYPLA2 (human) inhibition in PME1 counter-screen; O95372; recombinant LYPLA2, FP-Rh probe fluorescence polarization; inhibition, % at 5.9 µM; hit rate 0.38% among 320,000; AID 2177;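 active = inhibition above the screen-wide mean plus 3 SD, limit set per campaign, cut at about 26% in these data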;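 also: 0% = LYPLA2 with DMSO and 100% = wells lacking LYPLA2 enzyme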
# Target sequence (O95372 whole entry, looked up): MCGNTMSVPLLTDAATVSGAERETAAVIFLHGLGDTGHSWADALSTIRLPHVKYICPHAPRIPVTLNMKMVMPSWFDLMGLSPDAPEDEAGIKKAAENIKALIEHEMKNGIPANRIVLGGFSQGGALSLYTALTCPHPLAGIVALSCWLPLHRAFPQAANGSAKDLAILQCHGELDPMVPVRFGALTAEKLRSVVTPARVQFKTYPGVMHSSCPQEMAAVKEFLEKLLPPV
# Active calls of the source: *; · = not tested or not shown. A portion of the library, so the mix of outcomes need not match the whole.
Molecule,PAFAH1B3 inh,PAFAH1B2 FP inh,EBNA-1 inhibitor,pPAFAH FP inh,PREPL inhibitor,ZTA counter,PAFAH2 FP inh,LYPLA1 inh,LYPLA2 inh
CCc1nc2c(c(=O)c3ccccc3n2C)c(=O)n1CCc1ccc(OC)cc1,·,·,2,0,-11,1,·,-3,2
CC(=O)c1ccc(S(=O)(=O)NCCC(=O)OC(C)C(=O)Nc2ccc(F)cc2)cc1 (stereo not given),2,3,3,6,1,3,1,2,4
Cc1[nH]c2ccc(C(=O)NCCCN(C)C3CCCCC3)cc2c1C,-3,0,3,0,16,-3,11,2,4
Cc1cc(C)c(NC(=O)COC(=O)c2cccc3c2C(=O)c2ccccc2C3=O)c(C)c1,11,0,-15,11,26,-12,15,-5,2
O=C(c1[nH]ncc1-c1ccc(Cl)cc1)C1CO1 (stereo not given),·,·,2,5,10,4,·,-1,-2
CCCOc1ccc(C(=O)CCC(=O)NNC(=O)c2ccncc2)cc1,8,2,7,3,5,10,-1,-1,6
CCc1nc(SCC(=O)NCCc2ccccc2)c2oc3ccccc3c2n1,4,1,12,0,-8,4,5,-1,3
Cc1ccc(N=C2C(=O)Nc3c(C)cccc32)cc1,8,6,0,-8,4,-3,2,1,-2
Cc1ccc(-n2nnc3c(=O)n(CC(=O)N4CCOCC4)cnc32)cc1,-5,6,12,1,-5,20,-7,-2,0
COc1ccc(N2CCN(C(=O)CCS(=O)(=O)c3ccc4c(c3)CCN4C(=O)C3CC3)CC2)cc1,2,0,0,6,8,-5,-2,0,-6
CCCn1c(=N)n(CCOc2ccc(OC)cc2)c2ccccc21,-1,7,8,1,-8,11,1,0,-2
Cc1cnc(NC(=O)Cc2ccc(Br)cc2)s1,4,2,12,4,-5,10,5,1,0
CCCCOc1ccc(C(=O)N=c2sccn2C)cc1OC,4,4,6,2,4,3,7,-3,0
S=c1[nH]nc(CSCCOc2ccccc2)o1,18,8,-4,9,-2,1,0,3,0
O=C(O)CC12CC3CC(C1)CC(n1ncc(NCc4ccc(F)cc4Cl)c(Cl)c1=O)(C3)C2,-2,7,-2,-5,8,7,-1,0,-7
CN(C)C(=O)/C(=C/c1cn(-c2ccccc2)nc1-c1cccc([N+](=O)[O-])c1)NC(=O)c1ccccc1,4,3,-6,4,-5,-7,0,-1,-2
CCOC(=O)N1CCN(C(c2ccc(C(C)C)cc2)c2sc3nc(C)nn3c2O)CC1 (stereo not given),3,0,1,-3,-13,-11,-1,-1,69*
O=C(CO)N/N=C/c1cccc(Cl)c1Cl,9,-3,1,7,-4,6,0,1,3
COc1cc(NC(=O)COC(=O)Cn2cnc3c2c(=O)n(C)c(=O)n3C)cc(OC)c1,8,1,·,0,2,-9,5,3,2
C/C(=N/N=C/c1ccccc1O)c1ccccc1O,-1,6,13,1,-3,18,2,3,2
Cc1c(Cl)c([N+](=O)[O-])nn1CC(=O)N1CCCC1,1,-2,6,7,2,19,1,-1,1
Cc1cc(C)nc(SCC(=O)c2ccc([N+](=O)[O-])cc2)n1,3,2,-3,2,10,12,6,4,3
O=C(N=C1SC2CS(=O)(=O)CC2N1Cc1ccc(F)cc1)C1CC1 (stereo not given),13,2,8,6,-6,16,1,3,13
Cc1ccccc1N1CCN(CC(=O)Nc2nccs2)CC1,9,8,3,-1,5,3,3,2,1
CC1(C)CC[C@]2(C(=O)O)CC[C@]3(C)C(=CC[C@@H]4[C@@]5(C)CC[C@H](O)C(C)(C)[C@@H]5CC[C@]43C)[C@@H]2C1,-2,0,8,3,-6,2,4,1,1
O=C(O)c1ccc(Cl)c(S(=O)(=O)Nc2ccc(S(=O)(=O)N3CCCC3)cc2)c1,6,13,·,6,11,·,4,·,·
CCc1nnc(NC(=O)CSc2nc(-c3ccccc3)cc(-c3ccc(OC)cc3)c2C#N)s1,0,3,1,-6,5,10,-4,0,-3
COc1ccc(NC(=O)c2ccc(Br)o2)cc1,-4,4,12,6,-4,-2,-2,2,1
CC1CN(C(=O)Cn2cc(SCC(=O)N3CCOCC3)c3ccccc32)CC(C)O1 (stereo not given),-2,6,-3,0,12,3,0,1,5
Cc1cccc(C)c1NC(=O)C(C)N1CCCCC1 (stereo not given),8,1,8,0,5,11,-2,-2,-1
CC(=O)Nc1cccc2c1C(=O)N(c1ccccc1OC(C)=O)C2=O,7,6,-9,-1,13,-15,10,2,0
O=C(c1ccccc1Cl)N(Cc1ccccc1F)N1C(=O)CCCC1=O,5,5,-6,-6,20,-8,6,-2,-7
CN(C)S(=O)(=O)c1ccc(C(=O)Nc2nnc(SCc3cccc4ccccc34)s2)cc1,-11,-11,18,2,5,-2,-13,-2,-4
Cc1ccc(C(=O)NCC(=O)OCC(=O)c2ccc(Br)s2)cc1,8,5,1,7,-7,4,5,0,-1
CCc1cc(OCCCCNCc2ccccc2)ccc1Cl,-1,1,-8,4,-10,-5,-1,-1,2
O=C(NCC1CC1)c1ccc2c(c1)S(=O)(=O)c1cc(Cl)ccc1C2=O,-11,-2,·,0,6,8,1,9,9
Cc1ccc(N2C(N)=C(C#N)C(c3cc(CN4CCOCC4)cs3)C3=C2CC(C)(C)CC3=O)cc1 (stereo not given),8,1,3,9,22,5,-1,2,9
COc1ccccc1OCc1nc(C#N)c(NCCCn2ccnc2)o1,13,-1,5,0,11,-18,-5,1,10
CCn1nnnc1SCC(=O)N1CCN(Cc2ccc3c(c2)OCCO3)CC1,10,0,·,-2,18,1,-8,1,1
CCOC(=O)C1CCCNC1=O (stereo not given),0,3,9,0,-1,1,-8,1,5
COc1cc(OC)cc(C(=O)Nc2ccc(C(=O)c3ccncc3)cc2)c1,-5,2,1,-6,5,-4,-6,-2,1
Fc1ccc(-n2c(-c3ccc4ccccc4n3)n[nH]c2=S)cc1,0,5,-2,5,0,-4,3,-2,-1
Cc1noc(C)c1CSCC(=O)Nc1nc2ccc(F)cc2s1,5,3,-2,1,0,-5,4,0,-2
O=C(CCCN1C(=O)c2ccccc2C1=O)NCCC1=CCCCC1,15,7,6,10,8,-13,14,4,9
O=C(NNC1=Nc2ccccc2SC1)c1ccccc1F,-1,3,-7,-1,17,-8,5,3,5
O=C(CN1C(=O)NC2(CCCCCC2)C1=O)NC1CCCCCCC1,4,4,2,3,-4,11,5,-1,1
CCNC(=S)NNC(=O)c1c(Cl)c(C)nn1C,-4,0,4,-4,14,5,2,2,5
CCCC(=O)N=c1sc2c(OC)ccc(OC)c2n1C,-2,5,8,5,-3,5,-2,1,-3
O=C(O)c1cccc(Nc2ccc([N+](=O)[O-])c3nonc23)c1,4,0,1,2,-8,-3,-4,-6,-2
Nc1nc2c(ncn2CCC(CO)CO)c(=O)[nH]1,·,·,15,2,-3,2,·,-1,3

# Continuation.
Molecule,PAFAH1B3 inh,PAFAH1B2 FP inh,EBNA-1 inhibitor,pPAFAH FP inh,PREPL inhibitor,ZTA counter,PAFAH2 FP inh,LYPLA1 inh,LYPLA2 inh
Cc1onc(C(=O)NN)c1-c1csc(COc2ccc(Cl)cc2)n1,5,9,-7,-1,0,7,4,-2,-6
Cn1cnc2c(NCc3ccco3)ncnc21,2,9,-6,0,2,-4,6,0,7
Cc1ccc(OCc2cc(C(=O)NCCc3cccnc3)no2)cc1C,5,10,-9,3,-7,-5,4,-3,12
CC(C)OC(=O)CC(=O)CSc1nc2c(cc1C#N)CCC2,8,3,-5,3,-1,7,4,-1,-2
Cc1cc(NC(c2cccnc2)c2c(C)[nH]c3ccccc23)no1 (stereo not given),1,5,-18,3,0,-13,-3,6,16
COc1cccc2c1C(=O)O/C2=C/c1ccc2c(c1)OCO2,-6,1,14,4,-2,-10,-5,1,2
CCOC(=O)N1CCN(c2cc(N3CCOCC3)c(F)cc2[N+](=O)[O-])CC1,3,1,-4,-1,6,3,-1,0,-3
Cc1ccccc1N(C(=O)c1csnn1)C(C(=O)NC1CCCCC1)c1ccncc1 (stereo not given),-9,4,-6,-2,-2,-13,18,-4,2
CCOc1cc(C2c3c(oc4ccccc4c3=O)C(=O)N2c2nccs2)ccc1O (stereo not given),1,4,6,5,15,-6,-1,2,1
CC(C)C[C@@H]1NC(=O)[C@H](C(C)C)NC(=O)c2cc([N+](=O)[O-])cc(I)c2NCC[C@@H](C(N)=O)NC1=O,·,·,-9,4,2,-3,·,-1,-2
Cc1cccc(-n2c(N)cc(=O)[nH]c2=S)c1C,5,1,5,1,6,-6,-1,2,2
Clc1ccc2c(c1)C(N1CCNCC1)=Nc1ccccc1O2,2,2,-9,0,-7,-2,2,1,-3
CC(C)Oc1ccc(C(=O)Nc2ccc(N(C)C)cc2)cc1,6,5,5,12,17,-7,-10,0,4
COc1cccc(OC)c1C(=O)Nc1cccc(-c2nc3ccccc3[nH]2)c1,11,-8,-5,0,-12,-5,-8,-6,-8
COc1cc(OC)cc(C(=O)NC(=S)N2CCCCC2c2cccnc2)c1 (stereo not given),1,7,13,-2,2,-3,-2,3,1
COc1cc(/C=C/C(=O)N2CCC=CC2=O)cc(OC)c1OC,4,-3,-3,5,0,-16,1,2,5
Cn1c2c(c(=O)n(C)c1=O)CN(CCc1ccccc1)CN2,10,0,0,6,2,6,11,-2,-3
CN1CCc2c(sc(NC(=O)C3CCCN3S(=O)(=O)c3ccc(Cl)s3)c2C(N)=O)C1 (stereo not given),6,-1,3,4,-22,-1,-2,1,8
COc1ccc(NC(=O)Cn2c(CCC(=O)O)ccc2-c2ccccc2)cc1,11,-2,0,6,-1,12,0,-2,-1
CC(=O)c1ccc(OCC(=O)OCC(=O)NCc2ccco2)cc1,7,0,·,9,11,-7,6,3,2
O=C(COC(=O)CCC(=O)c1ccc(F)cc1)Nc1ccc2[nH]c(=O)[nH]c2c1,12,1,-10,2,25,-20,1,3,-3
O=C(CCCN1C(=O)S/C(=C/C=C/c2ccccc2)C1=O)Nc1ccc(C(=O)O)cc1,4,-3,9,5,-38,0,-34,-8,-1
Cc1cc(/C=N/n2cnnc2)c(C)n1-c1cccc(Cl)c1,12,1,3,7,2,-22,-3,3,7
COc1ccccc1NC(=O)CC(=O)c1cccc([N+](=O)[O-])c1,10,1,2,2,-6,26,5,0,-4
COc1ccc(C(=O)NCC2CCCO2)cc1 (stereo not given),1,-3,-3,-6,12,-14,6,-3,0
CC1/C(=C\c2ccc(Cl)cc2)C(=O)C2CC1C2(C)C (stereo not given),4,7,-19,7,-10,4,0,3,4
Cc1ccccc1-n1c(-c2cccnc2)n[nH]c1=S,5,3,-3,-9,-13,2,5,4,-1
O=C1[C@H]2CC3CCC2(O3)[C@@H]2OCCCN12 (stereo not given in full),-3,0,1,5,-1,-4,4,1,6
CC(Oc1ccc(Br)cc1)c1nc2c3ccccc3nc(=S)n2[nH]1 (stereo not given),3,-4,6,8,-3,0,-1,-1,5
Cc1[nH]nc2c1C(C1CC=CCC1)C(C#N)=C(N)O2 (stereo not given),3,13,-4,1,-21,-2,-2,1,-2
C=CCN1C(=O)CSc2ccc(C(=O)NCc3cccs3)cc21,6,7,13,2,10,-6,2,3,3
